LANA DNA inh: inhibitors of KSHV C-LANA binding to DNA, primary screen, biochemical, fluorescence polarization, FAM-LBS DNA, MBP-C-LANA, single point. Kaposi's sarcoma herpesvirus LANA C-terminal domain (residues 932-1162) DNA binding. inhibition, % at 9 µM. hit rate 0.078% among 340,000. AID 504423, 2011;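 active means highest replicate inhibition at or above 60% at 9 µM, even if other replicates fall short; inactive means all replicates below 60% inhibition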;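 further: 0% = neutral control wells and 100% = 4 µM acridine orange control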
OPRM1-OPRD1 inv: inverse agonists of MOR-DOR heterodimerization, primary screen, cell-based, luminescence; cell-based MOR-DOR heterodimer luminescence, inverse agonism; inhibition, % at 9.3 µM; hit rate 0.21% among 340,000; AID 504357, 2011; in the data active means inhibition above about 22%, passing the limit was not always enough;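 further: 0% = cells with DMSO and 100% = wells without cells with DMSO; values of inactives mirror those of a sister screen read the other way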
Target sequence (P35372 whole entry, looked up): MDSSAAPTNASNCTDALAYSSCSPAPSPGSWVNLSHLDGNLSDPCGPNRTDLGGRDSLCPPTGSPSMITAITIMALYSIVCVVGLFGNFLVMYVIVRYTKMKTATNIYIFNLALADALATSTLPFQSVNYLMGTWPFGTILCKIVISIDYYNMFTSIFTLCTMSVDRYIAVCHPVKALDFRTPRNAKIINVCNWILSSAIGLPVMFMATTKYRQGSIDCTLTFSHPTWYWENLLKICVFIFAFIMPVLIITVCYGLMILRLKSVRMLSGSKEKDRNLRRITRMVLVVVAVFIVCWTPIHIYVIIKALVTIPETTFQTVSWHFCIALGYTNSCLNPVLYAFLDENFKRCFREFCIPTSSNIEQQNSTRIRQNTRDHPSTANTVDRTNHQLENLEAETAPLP
Target sequence (P41143 whole entry, looked up): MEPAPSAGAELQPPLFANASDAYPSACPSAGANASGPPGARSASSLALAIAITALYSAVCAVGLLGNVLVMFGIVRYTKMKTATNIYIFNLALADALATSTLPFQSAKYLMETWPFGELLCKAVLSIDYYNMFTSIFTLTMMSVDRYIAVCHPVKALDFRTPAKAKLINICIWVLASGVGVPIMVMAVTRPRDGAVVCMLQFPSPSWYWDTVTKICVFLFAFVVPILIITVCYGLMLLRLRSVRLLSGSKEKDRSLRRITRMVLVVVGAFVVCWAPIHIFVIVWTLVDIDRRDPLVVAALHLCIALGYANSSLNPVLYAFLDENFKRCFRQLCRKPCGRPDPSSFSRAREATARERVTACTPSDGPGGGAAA
HTR5A ag ctr: HTR5A agonists in luminescence cell assay, primary screen, counter-screen for OPRM1-OPRD1 heterodimer agonist project, full-deck HTS | 5-hydroxytryptamine receptor 5A (Homo sapiens), P47898 | hit rate 0.61% among 340,000 | activation, % at 9.3 µM | cell-based; in the data active means activation mostly above about 9.5%, no sharp cut-off; inactive means mostly below about 7.6%;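 further: 0% = cells with vehicle only and 100% = reference agonist; strong numbers were not always called active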
cardiac RTF act: cardiac RTF calcium sensitivity activators, primary screen, biochemical, IANBD-TnC fluorescence, EC20 calcium; Troponin I, cardiac muscle (Homo sapiens) + Troponin T, cardiac muscle (Homo sapiens) + …; IANBD-labeled TnC RTF fluorescence at EC20 calcium; 0% EC20 calcium, 100% full calcium; activation, % at 7.2 µM; hit rate 0.24% among 340,000; AID 493008, 2010;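 active means activation above the mean over all tested compounds plus 3 SD, cut at about 30% in these data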;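 further: rise in fluorescence read as greater calcium sensitivity of cardiac thin filaments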
Keap1-Nrf2 PPI: Keap1-Nrf2 protein-protein interaction inhibitors, primary screen, biochemical, fluorescence polarization, single point; Kelch-like ECH-associated protein 1 (Homo sapiens), Q14145; Keap1 Kelch-Nrf2 peptide fluorescence polarization, 1536-well; inhibition, % at 9.4 µM; hit rate 0.15% among 340,000; in the data active means inhibition above about 12%;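 further: human Keap1 Kelch domain with fluorescein labeled Nrf2 9mer peptide probe; 0% = neutral control wells and 100% = peptide positive control; higher means more block of Keap1 binding to Nrf2 peptide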
MOR-DOR ag: agonists of OPRM1-OPRD1 heterodimerization, primary screen, cell-based, luminescence. Mu-type opioid receptor (Homo sapiens) + Delta-type opioid receptor (Homo sapiens), …. cells. activation, % at 9.3 µM. hit rate 0.3% among 340,000. AID 504326, 2011; in the data active means activation above about 18%;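 further: 0% = vehicle-treated cells and 100% = reference agonist; values of inactives mirror those of a sister screen read the other way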
V-ATPase pHluor: regulators of yeast V-ATPase proton pumping, primary screen, pHLuorin cytosolic pH fluorescence | hit rate 0.37% among 350,000 | S. cerevisiae | AID 504577, 2011 | response, % at 10 µM; in the data active means response mostly above about 7.3%, no sharp cut-off; inactive means mostly below about 5.4%; further: actives read high; inactives centre near 0; some compounds called inactive have numbers as strong as hits; reference of the scale not given here
CAL-PDZ inh HTS: untagged CAL PDZ binding inhibitors, primary screen, biochemical, fluorescence polarization, HTS. Golgi-associated PDZ and coiled-coil motif-containing protein (Homo sapiens), Q9HD26. purified CAL PDZ, TMR-peptide fluorescence polarization, 1 h. inhibition, % at 24.9 µM. hit rate 0.92% among 300,000;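 active means mean inhibition of at least 30% with at least half of replicates also reaching 30%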;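 further: 0% = DMSO neutral control and 100% = excess unlabeled competitor peptide PRC23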
Cardiac RTF inh: cardiac RTF calcium sensitivity inhibitors, primary screen, biochemical, IANBD-TnC fluorescence, EC70 calcium. Troponin I, cardiac muscle (Homo sapiens) + Troponin T, cardiac muscle (Homo sapiens) + …. IANBD-labeled cardiac RTF, Ca2+ fluorescence. inhibition, % at 7.15 µM. hit rate 0.12% among 340,000. AID 493244, 2011;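 active means inhibition above the mean inhibition of all tested compounds plus 3 SD, cut at about 17% in these data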;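 further: assay run at fixed EC70 calcium of 1.6 mM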
HTR5A inv ag: HTR5A inverse agonists in luminescence cell assay, primary screen, counter-screen for OPRM1-OPRD1 heterodimer inverse agonist project, full-deck HTS. HTR5A cell line, inverse agonism. inhibition, % at 9.3 µM. hit rate 0.083% among 340,000. AID 504634, 2011; in the data active means inhibition mostly above about 23%, no sharp cut-off; inactive means mostly below about 18%;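 further: 0% = cells with DMSO and 100% = no-cell wells with DMSO; some compounds called inactive have numbers as strong as hits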
An asterisk follows results filed as active; nt = not tested or not shown.

SMILES	LANA DNA inh	OPRM1-OPRD1 inv	HTR5A ag ctr	cardiac RTF act	Keap1-Nrf2 PPI	MOR-DOR ag	V-ATPase pHluor	CAL-PDZ inh HTS	Cardiac RTF inh	HTR5A inv ag
CCN(CC)CCCC(C)NC(=O)c1cc(=O)c2ccccc2o1 (stereo not drawn)	-0.2	8	-4	2	-3	-1.7	2	0	-7	8
CCCCN(C(=O)c1[nH]c(C)c(C(C)=O)c1C)c1c(N)n(CCCC)c(=O)[nH]c1=O	-0.4	16	-1	2	-3	-2.9	-1	-1	-1	-8
Cc1csc(N2CCCC2c2nc3cc(Cl)c(N4CCCCC4)cc3n2CCOCCO)n1 (stereo not drawn)	-3.1	14	2	-1	1	-2.5	3	-2	-10	-4
COc1ccccc1OCCC(=O)OCC(=O)NC(=O)NC(C)(C)C	0.9	-4	3	9	0	0.8	2	2	-3	-34
Cc1cc(C(=O)CSc2nnc(-c3cccnc3)n2-c2ccccc2F)c(C)n1C	0.6	7	-1	1	-1	-1.3	0	-1	-3	-6
CCCCN(C(=O)Cc1ccc(S(=O)(=O)N2CCOCC2)s1)c1c(N)n(CC(C)C)c(=O)[nH]c1=O	5.7	8	4	-4	-3	-1.6	0	-5	-18	-11
COc1ccc(C(C(=O)NCc2ccccc2)N(Cc2cccs2)C(=O)c2cnccn2)cc1 (stereo not drawn)	-0.9	12	0	0	-3	-2.4	-4	-1	-4	0
Cc1nc(-c2cc(C#N)c(=O)[nH]c2C)cs1	-2.9	9	-2	6	-3	-1.9	3	nt	-4	-23
NC(=O)C1CCN(C(=O)CCC(=O)c2ccc(F)cc2)CC1	0.1	9	-5	-1	-6	-1.9	0	-1	-13	16
CC1(C)CC(=O)c2sc(NC(=O)C(C)(C)C)nc2C1	0.1	7	3	8	-3	-1.4	0	nt	-10	5
CCOC(=O)c1c(NC2=NS(=O)(=O)c3ccccc32)sc2c1CCCCC2	-0.1	15	-2	4	1	-3.0	-1	-1	-5	17
CC(NC(=S)Nc1ccccc1Cl)C(c1ccccc1)N1CCOCC1 (stereo not drawn)	2.6	0	-2	-3	-2	0.0	-3	8	0	6
c1ccc(-c2nnc3n2NC(c2ccc4c(c2)OCO4)S3)cc1 (stereo not drawn)	-1.3	5	4	4	-1	-0.9	-3	-20	1	13
O=c1[nH]c2ccccc2n1Cc1ccc(F)cc1	-1.2	13	3	-1	0	-2.2	0	nt	0	-9
CCCCc1ccc(-c2nc(N)n[nH]2)cc1	1.5	11	1	0	0	-1.8	5	-6	7	2
CC1(c2nnc(Cc3ccccc3)o2)CC(c2ccc(OC(F)(F)F)cc2)=NO1 (stereo not drawn)	-0.8	-7	1	-3	-4	1.3	-2	-2	-10	3
CCC(Sc1ncccc1C(=O)Oc1cccc([N+](=O)[O-])c1)C(=O)Nc1ccccc1OC (stereo not drawn)	1.6	-7	2	11	1	1.2	-1	1	-6	-7
CCOc1ccc(C(=O)SC2=NCCS2)cc1	-1.4	-4	0	-5	-8	0.8	-2	-4	0	2
COCCN=C1OC(=O)N2C(=O)C3=C4[C@@H](C[C@H]5C(=O)N(c6ccccc6)C(=O)[C@H]5[C@H]4[C@@]12Cc1ccccc1)[C@H]1C(=O)N(c2ccccc2)C(=O)[C@H]1[C@H]3C	-0.5	1	2	1	-7	-0.2	-5	2	3	-5
COc1ccc(Br)cc1CN(C)C(=O)c1cc(Cl)c2c(c1)OCCO2	1.3	-3	-5	5	-2	0.5	2	6	-6	5

Exported with each value named: entries from further up
> CC(NC(=S)Nc1ccccc1Cl)C(c1ccccc1)N1CCOCC1 (stereo not drawn)
  LANA DNA inh = 2.6; OPRM1-OPRD1 inv = 0; HTR5A ag ctr = -2; cardiac RTF act = -3; Keap1-Nrf2 PPI = -2; MOR-DOR ag = 0.0; V-ATPase pHluor = -3; CAL-PDZ inh HTS = 8; Cardiac RTF inh = 0; HTR5A inv ag = 6
> c1ccc(-c2nnc3n2NC(c2ccc4c(c2)OCO4)S3)cc1 (stereo not drawn)
  LANA DNA inh = -1.3; OPRM1-OPRD1 inv = 5; HTR5A ag ctr = 4; cardiac RTF act = 4; Keap1-Nrf2 PPI = -1; MOR-DOR ag = -0.9; V-ATPase pHluor = -3; CAL-PDZ inh HTS = -20; Cardiac RTF inh = 1; HTR5A inv ag = 13

Some of the entries so far, with values under each structure.
Below each compound – LANA DNA inh, OPRM1-OPRD1 inv, HTR5A ag ctr, cardiac RTF act, Keap1-Nrf2 PPI, MOR-DOR ag, V-ATPase pHluor, CAL-PDZ inh HTS, Cardiac RTF inh, HTR5A inv ag
> Cc1csc(N2CCCC2c2nc3cc(Cl)c(N4CCCCC4)cc3n2CCOCCO)n1 (stereo not drawn)
→ -3.1, 14, 2, -1, 1, -2.5, 3, -2, -10, -4
> COc1ccccc1OCCC(=O)OCC(=O)NC(=O)NC(C)(C)C
→ 0.9, -4, 3, 9, 0, 0.8, 2, 2, -3, -34
> Cc1cc(C(=O)CSc2nnc(-c3cccnc3)n2-c2ccccc2F)c(C)n1C
→ 0.6, 7, -1, 1, -1, -1.3, 0, -1, -3, -6
> CCCCN(C(=O)Cc1ccc(S(=O)(=O)N2CCOCC2)s1)c1c(N)n(CC(C)C)c(=O)[nH]c1=O
→ 5.7, 8, 4, -4, -3, -1.6, 0, -5, -18, -11
> COc1ccc(C(C(=O)NCc2ccccc2)N(Cc2cccs2)C(=O)c2cnccn2)cc1 (stereo not drawn)
→ -0.9, 12, 0, 0, -3, -2.4, -4, -1, -4, 0
> Cc1nc(-c2cc(C#N)c(=O)[nH]c2C)cs1
→ -2.9, 9, -2, 6, -3, -1.9, 3, nt, -4, -23
> NC(=O)C1CCN(C(=O)CCC(=O)c2ccc(F)cc2)CC1
→ 0.1, 9, -5, -1, -6, -1.9, 0, -1, -13, 16

The listing continues:
SMILES	LANA DNA inh	OPRM1-OPRD1 inv	HTR5A ag ctr	cardiac RTF act	Keap1-Nrf2 PPI	MOR-DOR ag	V-ATPase pHluor	CAL-PDZ inh HTS	Cardiac RTF inh	HTR5A inv ag
O=C(COC(=O)c1ccncc1)Nc1cccc(Cl)c1	-3.2	11	-3	-1	-9	-2.6	9	nt	-5	-1
Cc1ccc(Cn2c(N)c(S(=O)(=O)c3cccs3)c3nc4ccccc4nc32)cc1	2.3	-12	3	-1	0	2.3	0	-6	-10	-7
N#CCCC(CCC#N)C1=NCCc2ccccc21	-1.7	5	0	-1	-2	-1.0	-3	-2	4	-12
COc1nc(OC)nc(N2CCC(C(=O)NC3CCCCCC3)CC2)n1	0.4	14	3	1	-4	-2.7	-3	-2	-6	12
CCOC(=O)/C=C/C(=O)Nc1ccc(S(=O)(=O)N2CCc3ccccc32)cc1	-1.1	-23	3	0	-2	4.8	-1	3	1	-10
CCc1nnc(NC(=O)C2CCN(c3nc(C)cc(C)n3)CC2)s1	0.2	2	1	4	-2	-0.4	2	nt	-10	19
COC(=O)C1CCCCN1C(=O)c1ccc2oc(C(C)C)nc2c1 (stereo not drawn)	2.7	7	-2	-4	0	-1.4	-1	nt	-4	-8
CC(NC(=S)Nc1ccc(S(=O)(=O)N2CCOCC2)cc1)C1CC2CCC1C2 (stereo not drawn)	0.0	1	4	-3	1	-0.2	4	-2	-5	-14
C/C(CC(=O)Nc1ccc2c(c1)OCCO2)=N\NC(=O)c1ccccn1	-1.8	8	-2	-1	-4	-1.5	0	-3	-1	7
C=CCNC(=O)COc1ccc(Br)cc1Cl	-0.7	-4	-5	-4	0	0.9	3	-4	-9	13
CSc1ccc(/C=N/NC(=O)c2cc(O)cc(O)c2)cc1	0.0	9	0	-6	-3	-1.8	3	0	-2	4
COc1ccc2[nH]c3c(c2c1)CCNC3(C)CCc1ccc(Cl)nc1 (stereo not drawn)	-1.1	5	21*	0	-1	-0.8	4	4	-1	-81
CC1Cc2cc(/C(O)=C3/C(=O)C(=O)N(CCCn4ccnc4)C3c3ccco3)ccc2O1 (stereo not drawn)	0.5	10	0	-2	0	-2.4	0	1	-5	12
CCOC(=O)COc1cccc2c(=O)n(CC(=O)N3CCN(C(=O)OCC)CC3)ccc12	0.7	6	-2	3	3	-0.9	0	-1	-4	6
CC1CN(S(=O)(=O)c2ccc(C(=O)OCc3ccc(C#N)cc3)cc2)CC(C)O1 (stereo not drawn)	1.2	5	0	2	-6	-1.4	-1	nt	5	8
COc1ccccc1CN1CC(C(=O)N2CCOCC2)CCC1=O (stereo not drawn)	-0.3	21	1	-2	-4	-6.4	4	-3	3	6
CC(C)(C)NC(=O)Cn1c(SCC(N)=O)nc2ccccc21	0.1	nt	nt	-8	1	nt	-1	1	7	nt
CCO[C@@H]1OC(C(=O)O)=C[C@H](c2cn(C(C)=O)c3ccccc23)[C@H]1CCCO	-1.0	9	2	-3	-1	-1.6	0	3	-11	4
Cc1cc(C)nc(N/N=C/c2sccc2C)n1	0.4	7	-1	3	3	-1.4	1	13	-3	3
CS(=O)(=O)N(CC(=O)NCCSCc1ccccc1Cl)c1ccccc1F	0.0	0	-4	8	-6	0.0	-1	1	-11	-6
CCCS(=O)(=O)N1CCN(Cc2ccccc2[N+](=O)[O-])CC1	-0.9	14	-1	-4	-2	-2.5	1	-4	-9	4
O=C(Nc1ccc(F)cc1F)c1ccc2ncsc2c1	0.7	14	0	2	2	-2.8	1	-24	-2	0
CCOC(=O)CCC(=O)Nc1ccc(S(=O)(=O)N2CCc3ccccc32)cc1	2.0	7	3	4	-5	-1.5	2	nt	-9	-9
COc1ccc(C)cc1N(C(=O)c1ccc(F)cc1)c1nc2ccccc2s1	1.2	-32	-8	0	-3	5.3	0	11	0	20
Cc1ccn2c(NC(=O)c3ccccc3)c(-c3ccccc3)nc2c1	-1.1	0	-5	2	-3	0.1	-4	nt	-8	-22
COc1ccc(/C=N/NC(=O)CN2CCS(=O)(=O)CC2)cc1	-0.5	5	-2	-1	-3	-1.1	6	-2	-10	4
CC(C)CCNC(=O)C(c1cccnc1)N(CCc1ccccc1)C(=O)Cn1nnc2ccccc21 (stereo not drawn)	0.2	15	-1	1	1	-2.9	2	-3	-4	0
